V-ATPase pH: alters yeast V-ATPase proton transport; S. cerevisiae, pHLuorin cytosolic pH fluorescence; response, % at 10 µM; actives 0.37% (n = 350,000); in the data active means response mostly above about 7.3%, no sharp cut-off; inactive means mostly below about 5.4%; further: actives read high; inactives centre near 0; some compounds called inactive have numbers as strong as hits; reference of the scale not given here
HTR5A inv ctr: HTR5A inverse agonism, opioid heterodimer counter-screen; HTR5A cell line, luminescence; inhibition, % at 9.3 µM; actives 0.083% (n = 340,000); AID 504634; in the data active means inhibition mostly above about 23%, no sharp cut-off; inactive means mostly below about 18%;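 further: 0% = cells with DMSO and 100% = no-cell wells with DMSO; some compounds called inactive have numbers as strong as hits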
Target sequence (P47898 whole entry, looked up): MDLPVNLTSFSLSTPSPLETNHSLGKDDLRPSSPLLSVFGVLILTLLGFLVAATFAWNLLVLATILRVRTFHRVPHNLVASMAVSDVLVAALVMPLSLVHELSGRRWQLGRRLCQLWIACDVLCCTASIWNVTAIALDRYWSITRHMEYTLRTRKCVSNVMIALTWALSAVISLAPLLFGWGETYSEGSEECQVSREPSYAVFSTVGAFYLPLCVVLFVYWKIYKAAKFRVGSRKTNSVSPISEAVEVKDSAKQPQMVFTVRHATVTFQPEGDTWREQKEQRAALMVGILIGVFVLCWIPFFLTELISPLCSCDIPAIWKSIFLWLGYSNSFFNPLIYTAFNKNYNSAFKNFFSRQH
PKA-R1A act: activators of PKA-R1A complex | P00514+P68181 | PKA-R1A dissociation, Cy5-IP20 fluorescence polarization; scaled: DMSO 0%, 113 µM cGMP 100% | activation, % at 11.4 µM | actives 0.083% (n = 340,000) | AID 504707;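 active means percent activation above the mean of all tested compounds plus 3 SD, cut at about 19% in these data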;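 further: higher means more PKAc released from R1A so a rise in polarization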
Arrestin-AP2 inh: blocks beta-arrestin peptide binding to AP2 adaptin. FITC-arrestin peptide / GST-AP2 beads, flow cytometry; AP2 beta2 appendage carries R879A mutation. inhibition, % at 10 µM. actives 0.31% (n = 340,000). AID 504490;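 active means inhibition above a set limit, near 3 SD of compounds lacking own fluorescence, cut at about 54% in these data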;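 further: plate controls were DMSO wells for no effect and 5 µM unlabelled arrestin peptide for full effect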
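Assay system: GST-AP2 R879A bound to glutathione beads, E. coli-expressed; Medium: PBS with 0.05% Tween 20 and 0.1% BSA; Also added: fluorescein-tagged arrestin peptide at 50 nM final; Timing: 12 min plus 1 h, RT; Measured by: flow cytometry, FL1 (488/535 nm); Evaluation: percent drop in bead-associated FITC signal.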
OPRM1-OPRD1 ag: OPRM1-OPRD1 heterodimerization agonism. cells, luminescence. actives 0.3% (n = 340,000). P35372+P41143. activation, % at 9.3 µM. AID 504326; in the data active means activation above about 18%;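 further: 0% = vehicle-treated cells and 100% = reference agonist; values of inactives mirror those of a sister screen read the other way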
PKA-R2B activ: PKA-R2B complex activation; PKA-R2B holoenzyme dissociation, Cy5-IP20 fluorescence polarization; R2B truncated from residue 108, S112A mutant; 0% DMSO only, 100% 113 µM cGMP; P22694+P31323; actives 0.079% (n = 340,000); activation, % at 11.4 µM;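 active means activation above a cutoff set at the mean over all compounds plus 3 SD, cut at about 18% in these data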;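 further: higher means more holoenzyme dissociation and a rise in polarization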
Target sequence (P31323 whole entry, looked up, other chains not shown, the tested form may be a part): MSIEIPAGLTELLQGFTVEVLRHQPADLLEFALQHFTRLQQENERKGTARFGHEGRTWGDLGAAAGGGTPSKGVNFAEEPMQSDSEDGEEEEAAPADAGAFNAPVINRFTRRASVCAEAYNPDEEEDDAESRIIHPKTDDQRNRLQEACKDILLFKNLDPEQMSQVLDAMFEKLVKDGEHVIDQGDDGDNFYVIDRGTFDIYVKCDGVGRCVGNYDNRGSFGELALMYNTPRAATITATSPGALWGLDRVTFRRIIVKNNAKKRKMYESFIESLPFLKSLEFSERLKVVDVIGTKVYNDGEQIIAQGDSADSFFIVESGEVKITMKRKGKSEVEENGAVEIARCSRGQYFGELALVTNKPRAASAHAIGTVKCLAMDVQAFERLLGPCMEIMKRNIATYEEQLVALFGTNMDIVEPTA
HTR5A ag ctr: counter-screen for OPRM1-OPRD1 agonists: human HTR5A agonism; P47898; HTR5A agonist assay, luminescence, cell-based; activation, % at 9.3 µM; actives 0.61% (n = 340,000); in the data active means activation mostly above about 9.5%, no sharp cut-off; inactive means mostly below about 7.6%;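 further: 0% = cells with vehicle only and 100% = reference agonist; strong numbers were not always called active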
Pemphigus Ab inh: blocks pemphigus antibody binding to human desmoglein-3; binding (percent of control), % at 10 µM; actives 0.48% (n = 310,000); DSG3-coupled beads, scFv-anti-DSG3-GFP binding, flow cytometry; active compounds read low; P32926;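 active means binding more than 3 SD below its plate's average and above zero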;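 further: hits lower antibody fragment binding to DSG3; some compounds called inactive have numbers as strong as hits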
OPRM1-OPRD1 inv: mu-delta opioid heterodimer inverse agonism; inhibition, % at 9.3 µM; P35372+P41143; actives 0.21% (n = 340,000); cell-based MOR-DOR heterodimer luminescence; in the data active means inhibition above about 22%, passing the limit was not always enough;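 further: 0% = cells with DMSO and 100% = wells without cells with DMSO; values of inactives mirror those of a sister screen read the other way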
DAGLB inhibitor: blocks human DAGLB lipase activity. Q8NCG7. HEK293T DAGLB membrane lysate, EnzChek fluorogenic substrate. inhibition, % at 5.17 µM. actives 0.059% (n = 340,000). AID 504411; in the data active means inhibition above about 34%;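 further: 0% = enzyme with vehicle and 100% = wells lacking enzyme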
The depositor's hits bear a star; / = not tested or not shown.

SMILES,V-ATPase pH,HTR5A inv ctr,PKA-R1A act,Arrestin-AP2 inh,OPRM1-OPRD1 ag,PKA-R2B activ,HTR5A ag ctr,Pemphigus Ab inh,OPRM1-OPRD1 inv,DAGLB inhibitor
CCOC(=O)C1CCN(C(=O)c2ccc(CNS(=O)(=O)c3ccc(C)cc3)cc2)CC1,0.0,21.3,-8.7,-17.1,-1.6,-5.0,-2.6,99.2,8.3,-2.6
COc1cc2c(cc1OC)C(C(=O)N(C)Cc1ccccc1)C(c1cccnc1)N(C)C2=O (stereo not drawn),1.8,-0.7,-1.1,-3.9,-1.5,-4.8,-2.4,109.3,7.8,-0.1
CCOC(=O)C(=O)Nc1ccc([N+](=O)[O-])cc1OC,-1.5,-6.8,-8.8,-4.6,-1.9,-11.9,-2.1,128.6,10.2,0.8
COc1ccc(/C=C/C(O)=C2/C(=O)NC3(C)CC2c2ccccc2O3)c(OC)c1OC (stereo not drawn),-2.9,7.8,-7.0,-11.6,-1.6,0.3,-4.0,98.2,8.4,-2.2
CCOc1ccc2oc(C(=O)NCC(C)(C)CN(C)C)c(C)c2c1,9.5,0.5,-16.2,-0.2,0.3,-0.3,3.1,106.8,-1.6,-3.7
N#Cc1nc(-c2ccco2)oc1NCCc1ccccc1,6.4,-2.3,-21.2,-0.8,4.3,-4.9,0.8,/,-24.6,-2.3
O=C(NCc1cccnc1)c1cccc(Cl)c1,-1.1,8.3,-4.8,0.8,-3.1,5.0,-1.7,107.5,14.0,-0.5
COc1cccc(C(=O)OCC(=O)NCC2CCCO2)c1 (stereo not drawn),-0.2,6.5,2.0,3.7,-1.6,-5.8,-1.6,/,7.5,1.7
COc1cccc(C(=O)COc2ccc(NC(=O)c3ccccc3)cc2)c1,1.4,13.0,-8.7,3.4,-1.0,-3.4,-1.2,99.5,5.5,-2.1
COc1ccc(Cl)cc1C(=O)n1cnc2ccccc21,-1.0,4.4,-9.1,29.1,-2.5,0.6,-1.2,95.6,11.9,-2.9
COc1ccc(C(=O)CN2C(=O)NC3(CCc4ccccc43)C2=O)cc1 (stereo not drawn),0.1,20.3,-6.0,1.4,-1.2,10.6,6.2,112.5,4.0,-1.0
CC1CN(CCCOc2ccccc2-c2ccccc2)CC(C)O1 (stereo not drawn),0.6,14.8,-13.0,17.5,4.6,-10.9,5.4,104.7,-22.4,-7.3
Cc1ccc(C(=O)Nc2cccc(C(=O)NCc3ccco3)c2)cc1,0.2,4.7,-5.3,-1.9,-3.8,-1.3,0.5,/,17.4,-0.8
COC(=O)c1ccc(N2C(=O)C3CC=CC(C)C3C2=O)cc1 (stereo not drawn),0.2,0.8,-0.7,8.2,-4.2,-4.9,-1.6,94.3,20.4,-1.6
CCc1ccccc1-n1nnc(-c2ccccc2)n1,1.7,-3.5,-2.2,-2.9,-3.2,-3.0,0.9,101.4,15.2,-3.5
COc1ccc(OCCNC(=O)c2ccc(C)cc2)cc1,5.3,-10.5,1.1,-1.1,-1.5,-18.9,2.7,101.2,7.2,-3.7
Nc1nc2sc3c(c2c(=O)s1)CCCC3,0.4,-8.7,-4.5,-7.9,1.3,-11.0,-3.4,82.7,-7.2,-1.4
COc1ccc(C(CNC(=O)CCNC(=O)c2ccccc2OC)N2CCCC2)cc1 (stereo not drawn),2.1,-2.1,-11.0,-1.4,-0.9,-4.2,0.8,109.7,6.0,0.4
CN1C(=O)COc2ccc(C(=O)c3ccccc3C(=O)O)cc21,2.3,1.4,0.4,-2.6,-0.6,-2.1,-0.2,93.9,3.4,1.8
CCn1nc(C(=O)OCC(=O)N2c3ccccc3CC2C)c2ccccc2c1=O (stereo not drawn),-1.6,-142.2,-2.8,3.2,0.1,2.9,36.7*,99.0,-0.6,-2.5
CN(C)c1ccc(C(=S)NCc2ccco2)cc1,2.5,-6.8,6.0,27.1,-4.9,-12.7,-1.0,107.5,20.6,-4.6
COC(=O)CCCCCCCC(=O)Nc1nnc(C(F)(F)F)s1,0.4,14.5,-1.2,5.4,4.5,10.2,2.7,/,-22.4,-0.7
Cc1cc(N=Nc2ccc(Cl)cc2)cc(CN2CCOCC2)c1O,-5.2,-9.4,-1.9,15.5,-0.4,-8.2,-0.7,93.8,2.2,13.1
Cc1nn(CC#N)c(=O)n1-c1cccc(F)c1,-2.6,21.4,4.6,5.5,-1.2,4.7,0.7,104.9,6.1,-1.9
O=C(Nc1ccnn1C1CCN(Cc2cccc(F)c2F)CC1)C1CCCC1,-6.7,-15.0,-5.3,23.9,0.0,4.0,-2.8,104.4,0.0,-5.1
CC(=O)N1CCc2cc(S(=O)(=O)CCC(=O)NCc3ccc(F)cc3)ccc21,0.2,27.5,-0.8,37.3,-2.3,-2.7,4.5,96.9,11.8,-2.3
Cc1ccc(CCNS(=O)(=O)c2ccc3c(c2)NC(=O)C(C)C(=O)N3)cc1 (stereo not drawn),0.0,2.8,4.4,-1.0,0.5,0.7,-0.9,101.0,-2.7,0.6
O=C(CNc1cccc(Cl)c1)c1ccc(Br)cc1,-1.3,-3.7,-4.7,17.1,-1.7,-16.8,1.0,115.3,8.4,0.3
COc1cc(CNc2ccc3[nH]c(=O)[nH]c3c2)ccc1OCc1ccc(Cl)cc1,-2.4,-20.3,-3.9,-9.0,2.4,-8.1,5.5,97.2,-11.3,1.5
COc1ccccc1NC(=O)C1CCN(c2ncccn2)CC1,3.3,-9.5,14.4,8.5,-0.9,-0.7,3.8,100.5,5.0,0.9
CCOC(=O)c1ccccc1N1C(=O)CSC1=S,0.2,-16.3,-4.8,-3.1,1.4,-4.3,6.2,102.1,-8.8,-0.3
O=C(CCNS(=O)(=O)c1ccc2[nH]c(=O)oc2c1)NCc1ccccc1,-3.4,2.9,-8.9,47.5,-1.5,-6.4,-0.7,101.4,8.0,0.5
CCCC1=NN2C(=N)/C(=C\c3cc(C)n(-c4cccc(C)c4)c3C)C(=O)N=C2S1,4.2,1.1,-10.0,27.4,-1.5,9.5,-0.4,100.0,9.1,-2.7
CCN1CCN(C(c2nnnn2Cc2ccc3c(c2)OCO3)C(C)C)CC1 (stereo not drawn),-2.3,-3.3,-4.3,-0.9,1.3,1.0,1.2,/,-7.8,0.7
CCOc1ccc(C(=O)NNC2CC(=O)N(Cc3ccc(Cl)cc3)C2=O)cc1OC (stereo not drawn),3.8,9.2,-0.1,37.8,-0.6,-1.7,4.2,103.1,2.7,0.6
O=C(O)c1cc(=O)[nH]c2ccccc12,2.3,16.3,-2.4,2.6,-0.9,-6.7,0.8,100.1,4.8,-2.2
CC/C(=N\Nc1ccc([N+](=O)[O-])cc1[N+](=O)[O-])c1ccc(O)cc1,0.2,9.3,5.2,2.0,4.8,-6.3,-2.5,98.1,-22.7,38.6*
O=[N+]([O-])c1cc(/C=N/N2CCN(C3c4ccccc4-c4ccccc43)CC2)ccc1Cl,-1.2,-5.2,-2.1,35.4,-2.9,6.8,2.0,105.2,14.5,-1.2
CCCCn1c(=O)c(CCC(=O)OC(C)C(=O)Nc2cccc(Cl)c2Cl)nc2ccccc21 (stereo not drawn),-3.1,3.3,-2.6,-13.1,-0.1,-12.1,-1.2,97.8,0.4,-2.9
O=C(Nc1ccccc1F)C1CC1c1ccccc1 (stereo not drawn),-1.0,7.6,13.7,2.7,0.1,1.3,9.7,97.5,-0.3,1.5
COc1cc2c(cc1OC)-c1cc(NC3CC3)nc(=O)n1CC2,8.1,-6.4,-5.4,-0.3,-0.9,-1.1,2.5,97.5,5.2,-3.0
Cc1ccc(S(=O)(=O)CCC(=O)OCC(=O)N(C)C2CCS(=O)(=O)C2)cc1 (stereo not drawn),-1.3,9.3,7.7,31.9,-1.7,-2.9,-3.4,100.6,8.8,-4.1
CC1CN(Cc2cc(=O)oc3cc(O)ccc23)CC(C)O1 (stereo not drawn),-5.1,6.2,-2.8,-6.5,0.5,0.0,-2.2,95.7,-3.0,-0.2
COc1ccc(NCc2nnc(SCC(=O)Nc3cc(C)cc(C)c3)o2)cc1,4.0,-3.3,-7.4,-5.3,1.0,1.3,1.2,93.0,-4.9,3.0
O=C1NC(c2ccccc2)=CC(c2ccccc2O)N1 (stereo not drawn),4.2,-44.5,0.5,-0.3,-1.5,-8.0,0.9,100.4,8.3,-1.3
O=C(C[C@H]1C/C=C\C[C@@H](Cc2ccc(F)cc2)C(=O)OC[C@H]2CCCN2C1=O)NCCO,-1.3,11.3,13.3,-6.0,-0.1,0.5,1.5,103.5,0.4,-0.3
CCOC(=O)CSc1n[nH]c(NC(=O)c2cccc(C)c2)n1,-3.0,-8.7,-4.3,8.4,-3.7,-0.2,2.7,102.2,19.4,2.2
O=C(Nc1c(C(=O)O)oc2ccc(Br)cc12)c1ccccc1,-1.7,2.2,-2.5,-4.5,0.0,1.6,-2.8,106.0,-0.2,10.7
CC1=CC=CC2=NC(=O)CC(C)(C(=O)N(CC(=O)NC3CCCC3)c3ccccc3C)N12 (stereo not drawn),-0.4,-6.2,9.8,3.0,-0.9,0.9,0.1,99.6,5.5,0.2
CCOc1ccc(C(=O)NCCC2=CCCCC2)cc1OCC,-0.8,-0.1,-17.2,16.5,-2.7,-5.9,0.0,104.0,15.7,-1.0

Next entries.
SMILES,V-ATPase pH,HTR5A inv ctr,PKA-R1A act,Arrestin-AP2 inh,OPRM1-OPRD1 ag,PKA-R2B activ,HTR5A ag ctr,Pemphigus Ab inh,OPRM1-OPRD1 inv,DAGLB inhibitor
CCC(C(=O)OCC(=O)Nc1ccc(C)c(S(=O)(=O)N2CCOCC2)c1)c1ccccc1 (stereo not drawn),-0.3,-14.1,-13.1,-1.8,1.1,-0.6,4.7,108.6,-7.3,-2.1
Cc1ccc(S(=O)(=O)N2CCCC2)cc1C(=O)O,0.1,-10.9,-14.0,0.9,-1.2,-5.2,1.7,105.6,6.8,0.8
CCOc1cc(N2CCOCC2)c(OCC)cc1NC(=O)c1nc2nc(C)cc(C)n2n1,3.0,7.3,-1.5,2.1,-0.7,-2.2,0.0,101.3,3.2,-1.9
CN1CCN(C(=O)c2ccc(C(C)(C)C)cc2)CC1,-2.0,18.4,6.1,0.1,0.4,5.6,2.2,100.5,-2.4,-4.3
CCOc1ccc2nc3sc(C(=O)N4CCN(C)CC4)c(N)c3cc2c1,0.3,-10.8,2.0,-20.0,0.4,4.6,4.0,/,-2.2,1.8
COc1cc(OC)cc(C(=O)NC(=S)Nc2cccnc2)c1,5.0,15.5,7.1,-3.6,-5.0,-6.9,-6.2,104.5,21.1,-1.6
